Screening data as filed in PubChem BioAssay.
Keap1 Nrf2 FP – inhibitors of human Keap1-Nrf2 protein-protein interaction. inhibition, % at 9.4 µM. Keap1 Kelch-Nrf2 peptide fluorescence polarization, 1536-well. 0.15% of 340,000 active. Q14145. AID 504523; in the data active means inhibition above about 12%;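 further: human Keap1 Kelch domain with fluorescein labeled Nrf2 9mer peptide probe; 0% = neutral control wells and 100% = peptide positive control; higher means more block of Keap1 binding to Nrf2 peptide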
Target sequence (Q14145 whole entry, looked up, the tested form may be a part): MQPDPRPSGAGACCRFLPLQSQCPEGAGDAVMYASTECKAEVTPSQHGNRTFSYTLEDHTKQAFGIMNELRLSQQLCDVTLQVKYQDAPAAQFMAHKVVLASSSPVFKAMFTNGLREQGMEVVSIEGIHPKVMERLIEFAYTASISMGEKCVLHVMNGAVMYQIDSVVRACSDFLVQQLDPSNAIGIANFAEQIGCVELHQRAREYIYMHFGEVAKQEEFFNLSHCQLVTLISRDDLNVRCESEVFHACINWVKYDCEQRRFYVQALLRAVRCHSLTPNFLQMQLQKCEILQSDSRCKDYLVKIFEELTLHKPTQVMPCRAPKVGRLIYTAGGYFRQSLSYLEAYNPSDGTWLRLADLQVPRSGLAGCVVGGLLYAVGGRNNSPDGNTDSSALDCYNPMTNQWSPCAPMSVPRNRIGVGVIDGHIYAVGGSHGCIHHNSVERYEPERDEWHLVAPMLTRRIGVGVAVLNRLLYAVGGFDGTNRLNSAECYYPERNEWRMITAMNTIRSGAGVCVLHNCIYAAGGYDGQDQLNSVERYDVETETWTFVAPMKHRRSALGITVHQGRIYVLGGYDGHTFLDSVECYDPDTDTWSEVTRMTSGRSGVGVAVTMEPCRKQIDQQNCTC
Rtt109 Vps75 – blocks Candida albicans Rtt109/Vps75 acetyltransferase activity. 0.16% of 330,000 active. purified Rtt109/Vps75, ThioGlo CoA-SH fluorescence, 4 h. Q5AAJ8. inhibition, % at 34.9 µM;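 active means inhibition of at least 50% in every replicate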
C-LANA FP – KSHV C-LANA DNA binding inhibition. MBP-C-LANA/FAM-LBS DNA binding, fluorescence polarization. inhibition, % at 9 µM. 0.078% of 340,000 active;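 active means highest replicate inhibition at or above 60% at 9 µM, even if other replicates fall short; inactive means all replicates below 60% inhibition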;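 further: 0% = neutral control wells and 100% = 4 µM acridine orange control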
RTF Ca sens inh – cardiac RTF calcium desensitization. IANBD-labeled cardiac RTF, Ca2+ fluorescence. 0.12% of 340,000 active. inhibition, % at 7.15 µM. P19429+P45379;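 active means inhibition above the mean inhibition of all tested compounds plus 3 SD, cut at about 17% in these data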;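 further: assay run at fixed EC70 calcium of 1.6 mM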
PKA-R2B act – activates the human PKA-R2B holoenzyme complex. AID 504700. PKA-R2B holoenzyme dissociation, Cy5-IP20 fluorescence polarization; R2B truncated from residue 108, S112A mutant; 0% DMSO only, 100% 113 µM cGMP. P22694+P31323. 0.079% of 340,000 active. activation, % at 11.4 µM;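 active means activation above a cutoff set at the mean over all compounds plus 3 SD, cut at about 18% in these data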;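 further: higher means more holoenzyme dissociation and a rise in polarization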
CAL PDZ FP-1 – blocks peptide binding to the human CAL PDZ domain. 0.92% of 300,000 active. AID 602252. inhibition, % at 24.9 µM. purified CAL PDZ, TMR-peptide fluorescence polarization, 1 h. Q9HD26;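 active means mean inhibition of at least 30% with at least half of replicates also reaching 30%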;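 further: 0% = DMSO neutral control and 100% = excess unlabeled competitor peptide PRC23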
RTF Ca sens act – cardiac RTF calcium sensitization; P19429+P45379; IANBD-labeled TnC RTF fluorescence at EC20 calcium; 0% EC20 calcium, 100% full calcium; activation, % at 7.2 µM; 0.24% of 340,000 active; AID 493008;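 active means activation above the mean over all tested compounds plus 3 SD, cut at about 30% in these data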;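 further: rise in fluorescence read as greater calcium sensitivity of cardiac thin filaments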
SR-BI uptake up – enhances SR-BI lipid uptake from DiI-HDL | activation, % at 12.5 µM | CHO ldlA[mSR-BI] cells, DiI-HDL uptake fluorescence, 3 h; 100 = double the neutral-control signal | 0.096% of 320,000 active | AID 504775;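 active means mean replicate activation of at least 60% and every replicate at or above 60%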;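 further: 0% = median plate neutral-control signal and 100% = twice that signal; values of inactives mirror those of a sister screen read the other way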
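Test system: SR-BI-overexpressing, LDLR-lacking CHO cells. Measured by: DiI fluorescence, bottom read. Medium: Ham's F12 with 0.5% BSA, HEPES 25 mM, pH 7.4. Timing: 3 h uptake period with compound, 37 °C.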
DAGLB inh – blocks human DAGLB lipase activity; HEK293T DAGLB membrane lysate, EnzChek fluorogenic substrate; inhibition, % at 5.17 µM; 0.059% of 340,000 active; AID 504411; in the data active means inhibition above about 34%;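 further: 0% = enzyme with vehicle and 100% = wells lacking enzyme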
CAL PDZ FP-2 – blocks peptide binding to human CAL PDZ domain. inhibition, % at 20 µM. 0.02% of 330,000 active. AID 504414. purified CAL PDZ, TMR-peptide fluorescence polarization, 1 h. Q9HD26;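 active means highest replicate inhibition of at least 40%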;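 further: plate controls were DMSO neutral control wells for no effect and unlabeled competitor peptide control wells for full effect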
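Material: tagged CAL PDZ domain; buffer or medium: 25 mM sodium phosphate pH 7.4, 150 mM NaCl, TCEP, IgG, Thesit; compound dosing: single point, 20 µM; schedule: 1 h incubation at room temperature before polarization reading; measured by: FP readout, S and P plane fluorescence; read-out basis: percent inhibition from loss of millipolarization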
An asterisk follows results filed as active; · = not tested or not shown.

compound,Keap1 Nrf2 FP,Rtt109 Vps75,C-LANA FP,RTF Ca sens inh,PKA-R2B act,CAL PDZ FP-1,RTF Ca sens act,SR-BI uptake up,DAGLB inh,CAL PDZ FP-2
COc1ccc(/C(O)=C2/C(=O)C(=O)N(Cc3cccnc3)C2c2ccncc2)cc1F (stereo unspecified),-3,-7,1.6,1,5,14,1,26,-2,·
O=C1N[C@@H](Cc2cnc[nH]2)C(=O)N2CCC[C@@H]12,-2,4,0.7,17*,-3,-5,3,10,1,-0.5
O=C1CSC(=Nc2ccc(Cl)cc2)N1,1,-8,-1.7,-3,4,0,0,16,4,-1.1
COc1ccc2nc(SC(C)C(=O)NC3(C#N)CCCCC3)[nH]c2c1 (stereo unspecified),1,8,-0.7,-3,-2,-3,-4,-6,-1,-1.2
Cc1cc(=O)oc2cc(OCC(=O)Nc3ccccc3C(N)=O)c(Cl)cc12,-2,9,-1.6,2,5,-2,-2,18,0,-2.0
CCCC(=O)N1CC2(C)CN(C(=O)CCC)CC(CCC)(C1)C2=O,2,-7,0.1,-22,6,-3,3,·,-7,-0.4
Cc1ccc(NC(=O)c2cccc(C(=O)Nc3ccc(C)c(C)c3)n2)cc1C,-1,-5,-1.9,1,2,1,0,-75,-9,-2.2
Clc1ccc(-c2csc(N3CCCCCC3)n2)cc1,2,-2,5.1,9,3,-5,-3,-17,-9,-0.8
CN(C)C=NC(=O)c1cc(C(=O)c2ccc(Cl)cc2Cl)c[nH]1,0,-1,-1.5,·,·,-7,·,12,·,0.0
S=C(NCc1ccccc1)NCc1ccc(CNC(=S)NCc2ccccc2)cc1,0,0,-1.3,-10,-4,-3,-8,-10,-1,-0.6
N#Cc1c(N)n(C2CCCCC2)c2nc3ccccc3nc12,2,-10,0.2,3,2,-6,0,-30,-1,0.3
O=S(=O)(Nc1ccc(O)c(CN2CCCCC2)c1)c1ccccc1,-6,10,-1.0,-12,5,0,1,6,-1,-0.7
Cc1c(C(=O)NCc2ccccc2CN2CCCC2)oc2ccc(F)cc12,4,10,-1.3,-7,5,0,-1,-2,-3,-2.2
Cc1ccc(S(=O)(=O)Cn2nnnc2C(CC(C)C)N2CCN(C)CC2)cc1 (stereo unspecified),-1,8,-1.0,-4,6,2,6,18,0,0.9
NS(=O)(=O)c1ccc(CCNC(=O)CNCCc2ccccc2)cc1,0,-10,-1.2,-2,0,2,-5,6,-4,0.5
CN(Cc1ccon1)Cc1cn[nH]c1-c1ccc(-c2ccccc2)cc1,0,·,-1.5,7,-12,-2,5,16,0,-3.0
CN(C)S(=O)(=O)c1ccc(C(=O)Nc2nnc(SCc3cccc(F)c3)s2)cc1,0,3,0.4,-7,4,·,-3,9,-1,-0.1
CC1(C)Nc2ccc(O)cc2-c2c1ssc2=S,-1,-13,-0.7,0,-7,8,-3,-12,18,0.6
CC(C)(C)NC(=O)COC(=O)/C=C/c1ccccc1[N+](=O)[O-],-4,-4,-0.4,-4,3,3,-2,19,-2,-1.5
COCCCNC(=S)NCCNc1nc2cc(C)cc(C)c2cc1C#N,-2,-50,-0.6,-6,-9,0,1,-35,-1,-9.1
COC(=O)c1ccccc1NC(=O)COC(=O)/C=C/c1ccco1,0,5,-2.3,-3,8,-5,-1,-4,-9,-0.8
CCn1ncc(-c2ccnc3cc(C(=O)O)nn23)c1C,4,-1,2.7,-5,-8,6,4,2,0,1.3
Cc1cccc(Cl)c1NC(=S)NCCc1ccccn1,-1,3,-0.6,1,0,1,2,-10,-1,-0.1
O=C(NNC(=S)NCc1ccco1)c1ccc(Cl)s1,-1,4,0.7,-5,-10,-1,-3,8,3,-1.4
CC(=O)c1cccc(NC(=O)COC(=O)c2ccccn2)c1,-5,1,-1.1,-9,-8,-7,1,-26,1,-3.0
CCCCc1nc2sc3c(c2c(=O)n1NC(=O)c1ccco1)CC(C)(C)OC3,3,-2,0.0,-4,1,2,-1,·,-2,0.6
CC(C)CC(=O)NNC(=O)C(C)C,-2,1,-0.4,-10,-2,11,-3,30,-1,0.2
COc1ccc(CNc2ccc(C(=O)O)cc2)cc1,-8,-5,-0.1,-4,-2,-14,-1,·,-2,-5.0
O=C(NC(=S)NC1CCCCC1)c1ccccc1[N+](=O)[O-],4,-7,0.7,-7,7,·,3,-3,-1,-0.7
N#Cc1ccc(OCC(=O)Nc2cccc(S(=O)(=O)NC3=NCCCCC3)c2)cc1,0,-6,-0.3,-14,-3,·,11,-17,-1,0.1
O=C(CCN1C(=O)C2C3C=CC(C4CC34)C2C1=O)Oc1ccccc1 (stereo unspecified),-4,-5,0.3,-2,1,-6,5,2,-3,-3.1
CCN(C(=O)COC(=O)/C=C/c1c(C)nn(-c2ccccc2)c1C)c1c(N)n(Cc2ccccc2)c(=O)[nH]c1=O,0,6,-3.5,-12,-6,-3,2,-26,-4,-0.9
O=S(=O)(c1ccccc1)c1nc(-c2ccco2)oc1NCc1ccco1,0,-3,-1.4,-1,3,-2,-3,4,-4,-0.8
Cc1nc(-c2cn[nH]c2)c2cc(C)oc2n1,0,-1,-2.1,-3,-10,-5,3,1,-2,·
O=C(C[C@H]1C[C@H](C(=O)N2CCCCC2)[C@@]2(CCc3ccccc3)c3[nH]c4cc(-c5ccco5)ccc4c3CCN2C1=O)NCc1ccco1,-7,-7,-2.4,-12,-5,-8,5,7,4,-0.3
CCCCCCOc1ccc(/C=C/C(=O)N2CCOCC2)cc1OC,-2,-7,-0.1,0,-8,-3,-5,-15,-2,2.4
Cn1c(N2CCN(C(c3ccccc3)c3ccccc3)CC2)nc2c1c(=O)[nH]c(=O)n2C,2,-7,1.6,0,1,-6,1,23,-2,0.1
Cc1nc(C(=O)N2CCCC(C(=O)c3ccc(Cl)cc3)C2)cs1 (stereo unspecified),-2,-13,0.0,7,-2,2,-5,·,0,-0.4
CN(C)S(=O)(=O)c1ccc(Cl)c(C(=O)NCCNC(=O)c2cc(S(=O)(=O)N(C)C)ccc2Cl)c1,-2,-5,-0.4,-5,14,-1,2,-26,0,-1.4
CCOc1ccccc1N(C(=O)c1snc(C(N)=O)c1N)C(C(=O)NCC1CCCO1)c1ccc2ncccc2c1 (stereo unspecified),-2,-14,1.0,10,8,-3,-2,6,1,-2.4
O=C(Nc1ccc(F)cc1)c1ccccc1,-6,1,0.7,-7,-4,-2,4,17,2,-0.9
CCOC(=S)SCC(=O)N1CCc2ccccc2C1C1C(=O)CC(C)(C)CC1=O (stereo unspecified),-4,-2,-0.1,-6,-9,3,3,19,-1,-0.2
CCOc1ccc2nc(SCc3ccc(F)cc3)sc2c1,4,9,-0.9,-22,7,0,3,20,-13,-4.0
CC(=NC1CC1)C1=C(O)c2ccccc2C1=O,0,1,0.0,-6,14,-1,5,13,0,0.0
Cc1ccc(C2=NN(C)c3nc4ccccc4n3C2)cc1,-5,-4,-0.5,-3,3,-4,8,-26,0,-2.5
C=CCn1c(SCC(=O)Nc2ccccc2-c2ccccc2)nc2cc(C(=O)O)ccc2c1=O,-1,-11,-0.7,1,1,·,3,27,-1,-1.7
CCOc1ccccc1NC(=O)c1cc(CC(C)C)oc1C,-2,10,0.3,-1,-1,1,-6,-40,-17,-1.7
CCOC(=O)C1CCCN(c2c(NCc3ccco3)c(=O)c2=O)C1 (stereo unspecified),1,2,0.0,-1,-2,·,-1,21,-3,-0.5
O=C(CSc1ccc(-c2ccc(-n3cccn3)cc2)nn1)Nc1ccc([N+](=O)[O-])cc1,-6,27,-0.1,5,5,3,-3,-4,-6,-1.4
CCOC(=O)N1CCN(S(=O)(=O)c2cccc3nsnc23)CC1,0,-10,-0.9,5,8,0,-1,·,1,-2.7

Continuation.
compound,Keap1 Nrf2 FP,Rtt109 Vps75,C-LANA FP,RTF Ca sens inh,PKA-R2B act,CAL PDZ FP-1,RTF Ca sens act,SR-BI uptake up,DAGLB inh,CAL PDZ FP-2
CCN1CCN(C(c2cccs2)C(C)NC(=S)NC2CCCCC2)CC1 (stereo unspecified),0,-33,-1.4,-18,6,-4,-2,·,5,-2.0
COc1cc2c(cc1NC(=O)CN(C)Cc1ccc(OC)c(OC)c1)oc1ccccc12,4,19,2.6,3,-18,25,-3,-53,-2,-1.9
CCCc1nc(SCC(=O)c2ccc(F)cc2)c2ccccc2n1,-3,-13,-0.9,2,-11,-6,5,-22,-8,-2.2
CCOC(=O)C(NC(=O)Nc1ccc(F)cc1F)(Oc1ccccc1)C(F)(F)F (stereo unspecified),0,-1,-0.9,-1,-6,-4,-5,1,3,0.6
Cc1ccc2[nH]c(O)c(N=NC(=O)C(C)n3cnc4ccccc4c3=O)c2c1 (stereo unspecified),1,16,-1.1,16,-11,-5,1,5,6,-1.5
COc1cc(OC)c(C(=O)NC2CC(C)(C)NC(C)(C)C2)cc1OC,1,2,-0.2,5,0,-2,-2,17,2,·
CN=C1N(C)C[C@@H]2[C@@H]3C(=O)N(Cc4ccccc4)C(=O)[C@@H]3[C@](Cc3ccccc3)(C(=O)OC)N12,3,1,-0.9,-4,-2,3,5,22,-2,-1.1
